High-throughput results (PubChem)
PPC-1+TRAIL kill = kills PPC-1 cancer cells in the presence of TRAIL; PPC-1 cells + TRAIL, ATPLite viability luminescence; cell killing (% activity), % at 4 µM; hit rate 0.41% among 220,000; AID 1443;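 active = cell killing above 50% in the first pass at 4 µM, then a duplicate retest at 5 µM averaging 50% or more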;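 note: plate controls were cells with TRAIL plus DMSO for no effect and medium-only wells lacking cells for full effect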
EP2 mod = modulates human prostaglandin E2 receptor EP2 signaling. P43116. EP2-expressing cells, cAMP HTRF FRET, PGE2 co-stimulation. induction, % at 25 µM. hit rate 0.83% among 260,000;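 active = compounds whose cAMP rise, as percent of the full-agonist control response, exceeds 60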;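 note: rat C6 glioma line stably carrying human EP2 under a CMV promoter; the protocol text gives 20 µM as final concentration; 100% = response of wells given 1 µM PGE2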
Target sequence (P43116 whole entry, looked up): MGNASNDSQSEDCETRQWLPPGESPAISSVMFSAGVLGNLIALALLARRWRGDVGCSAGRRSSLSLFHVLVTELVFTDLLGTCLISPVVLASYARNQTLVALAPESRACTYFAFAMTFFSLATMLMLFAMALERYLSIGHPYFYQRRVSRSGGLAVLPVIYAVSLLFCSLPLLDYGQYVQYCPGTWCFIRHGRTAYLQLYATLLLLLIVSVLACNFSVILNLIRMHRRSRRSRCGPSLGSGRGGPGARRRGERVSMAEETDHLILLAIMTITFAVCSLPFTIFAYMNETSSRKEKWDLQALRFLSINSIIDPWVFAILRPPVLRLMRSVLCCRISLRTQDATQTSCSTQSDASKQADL
CHOP inh = CHOP inhibition in unfolded protein response | CHO-K1 CHOP-promoter luciferase, tunicamycin-induced, 15-18 h | inhibition, % at 10 µM | hit rate 3.8% among 220,000 | AID 2732;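 active = compounds that reduced the stress-induced luciferase reporter signal by more than about 70% of percent inhibition, limit read from the data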;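 note: 0% = tunicamycin plus vehicle and 100% = wells without tunicamycin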
EP2 antag = blocks the human prostaglandin E2 receptor EP2 | C6 glioma cells expressing human EP2, cAMP TR-FRET; cells stimulated with saturating PGE2 | inhibition, % at 25 µM | hit rate 0.52% among 260,000;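 active = percent inhibition above 40 after rounding to a whole number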;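 note: rat C6 glioma host cells with rolipram phosphodiesterase inhibitor present; the protocol text gives 20 µM as final concentration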
NPY Y1 blocker = antagonists of human neuropeptide Y receptor Y1; P25929; AID 1040; inhibition, % at 3.6 µM; HEK293-CNG Y1 cells, membrane potential fluorescence; NPY at EC95, then isoproterenol; hit rate 1% among 200,000;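 active = inhibition above the campaign mean inhibition of all tested compounds plus 3 SD, cut at about 20% in these data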;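 note: 0% = DMSO wells given NPY plus isoproterenol and 100% = isoproterenol alone without NPY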
Target sequence (P25929 whole entry, looked up): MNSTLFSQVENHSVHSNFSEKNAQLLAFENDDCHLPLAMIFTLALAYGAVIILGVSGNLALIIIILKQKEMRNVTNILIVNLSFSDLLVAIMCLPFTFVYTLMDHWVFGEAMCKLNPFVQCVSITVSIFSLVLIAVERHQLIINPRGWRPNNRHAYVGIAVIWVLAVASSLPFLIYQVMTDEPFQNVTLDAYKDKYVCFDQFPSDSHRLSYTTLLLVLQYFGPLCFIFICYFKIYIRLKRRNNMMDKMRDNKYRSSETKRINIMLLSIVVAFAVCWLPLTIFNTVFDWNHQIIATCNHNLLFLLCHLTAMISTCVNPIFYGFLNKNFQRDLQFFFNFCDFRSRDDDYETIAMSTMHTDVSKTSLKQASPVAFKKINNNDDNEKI
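Assay system: HEK293 cells with Y1 receptor plus CNG channel | Probe or stimulus: NPY (25 nM), isoproterenol (1 µM), Ro 20-1724 (25 µM) | Timing: Compound incubation 1 h at room temperature, readout 45 min post-stimulation | Measured by: Membrane-potential fluorescent dye readout | Benchmarks: High control isoproterenol alone, low control NPY with isoproterenol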
NPY-Y1 PAM-ag = potentiates or activates human NPY-Y1 receptor; NPY-Y1 expressing cells, potentiator/agonist activation; activation, % at 3.6 µM; hit rate 0.37% among 220,000; P25929; AID 1304; in the data active = activation above about 33%, passing the limit was not always enough;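 note: cells stimulated with NPY at EC10 then isoproterenol at EC100; 0% = low agonist plus stimulus and 100% = saturating agonist plus stimulus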
14-3-3 Bad PPI = disrupts binding of bovine 14-3-3 zeta to phospho-Bad peptide. P63103. TR-FRET 14-3-3zeta/Dy647-pBad peptide displacement, 1 h. hit rate 0.71% among 220,000. inhibition, % at 21.7 µM;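 active = inhibition above about 70%, limit read from the data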;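 note: 0% = full 14-3-3 plus peptide FRET controls and 100% = background without 14-3-3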
Target sequence (P63103 whole entry, looked up): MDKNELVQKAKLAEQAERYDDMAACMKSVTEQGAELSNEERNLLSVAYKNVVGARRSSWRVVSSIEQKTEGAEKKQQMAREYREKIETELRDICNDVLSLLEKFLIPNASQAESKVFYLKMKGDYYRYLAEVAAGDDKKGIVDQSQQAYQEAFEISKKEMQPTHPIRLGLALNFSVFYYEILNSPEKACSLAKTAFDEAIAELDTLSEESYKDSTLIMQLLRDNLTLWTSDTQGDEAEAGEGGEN
zfTRPN1 agonist = agonists of zebrafish TRPN1 channel | activation, % at 3 µM | HEK293 zebrafish TRPN1-YFP, Fluo-8 calcium fluorescence; 100% = response to 87 µM carbachol | hit rate 0.18% among 220,000;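 active = activation above its plate's cutoff, the mean activation of test wells on that plate plus 3 SD, cut at about 19% in these data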;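 note: 0% = DMSO alone and 100% = 87 µM carbachol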
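Material: zebrafish TRPN1-YFP in HEK293 cells; Doses: single test compound dose, 3 µM nominal, 0.3% DMSO; Timing: dye loading 1 h at 37 °C, then 30 min room temperature; Technique: intracellular calcium fluorescence with Fluo-8; Benchmarks: high carbachol 87 µM, low DMSO alone.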
TRPML3 agonist = human mucolipin-3 channel agonism; Q8TDD5; HEK293 TRPML3-YFP, Fluo-8 calcium fluorescence; 100% = the carbachol control signal; activation, % at 3 µM; hit rate 0.29% among 220,000;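 active = activation above its plate's cutoff, the mean activation of the plate's test wells plus 3 SD, cut at about 12% in these data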;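 note: 0% = DMSO only wells and 100% = carbachol wells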
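Test system: TRPML3-YFP stable HEK293 cells. Doses: single point at 3 µM. Incubation: dye loading 1 h 37 °C then 30 min ambient, 125 s read. Signal: Fluo-8 calcium dye fluorescence, ex 470-495, em 515-575 nm. Measure: percent activation from peak-to-basal fluorescence ratio, scaled between DMSO and carbachol.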
* hit, by the source's call; · = not tested or not shown; & = joins results of further samples; [ ] = another dose, or the depositor's remark.

structure	PPC-1+TRAIL kill	EP2 mod	CHOP inh	EP2 antag	NPY Y1 blocker	NPY-Y1 PAM-ag	14-3-3 Bad PPI	zfTRPN1 agonist	TRPML3 agonist
Cc1cc(C)c2nc(N3CCC(C(=O)NCc4ccccn4)CC3)sc2c1	2	16	4	8	4	-28	-8	-1.4	-0.5
CCOC(=O)c1ccccc1NC(=O)CC(C)CC(=O)O (configuration not stated)	22	18	0	8	0	-19	0	1.3	0.3
Cn1cccc1Cc1nnc(SCC(=O)Nc2ccc3c(c2)OCO3)n1-c1ccc(F)cc1	4	5	14	7	3	4	0[fluorescence artefact?]	0.2	0.3
Cc1ccc(NC(=O)COC(=O)c2ccccc2Nc2ccccc2)cc1	30	-11	77*	4	1	4	-2	-2.0	-0.3
Clc1ccc(OCCN2CCCCC2)c(Cl)c1	-18	-16	40	5	2	-32	36	-0.9	0.8
CN(Cc1ccc(OCC(O)CN2CCCCC2)cc1)Cc1ccnc2ccccc12 (configuration not stated)	11	5	53	2	-4	2	-2	0.8	2.1
O=C(NC(Cc1ccccc1)C(=O)NC1CC1)OCc1ccccc1 (configuration not stated)	8	3	12	8	1	-12	-4	0.5	-0.4
Cc1ccc(-n2nnnc2SCC(=O)NNC(=O)c2ccc([N+](=O)[O-])cc2)cc1	23	-5	20	5	2	-11	3	-1.9	-0.4
COc1ccc(N(CC(=O)N2CCCCC2)S(=O)(=O)c2ccccc2)c(OC)c1	16	4&-7	13	6&8	3	2	37	1.0	71*
CC(C)c1ccc(-c2nc(N3CCOCC3)[nH]c(=O)c2C#N)cc1	-33	31	18	4	-2	1	-2	-0.6	0.6
CCCN1C(=O)/C(=C/c2ccc(C)s2)NC1=S	18	21	0	4	3	-31	-9	0.9	1.2
Cn1c(=NC(=O)c2cccc([N+](=O)[O-])c2)sc2ccccc21	-1	6	73*	0	0	0	-12	-0.3	0.3

Next section:
structure	PPC-1+TRAIL kill	EP2 mod	CHOP inh	EP2 antag	NPY Y1 blocker	NPY-Y1 PAM-ag	14-3-3 Bad PPI	zfTRPN1 agonist	TRPML3 agonist
Cc1cccc(NC(=O)CN2NS(=O)(=O)c3ccccc3C2=O)c1	29	-20	32	2	-4	0	-4	0.0	0.2
CC(C)N(Cc1nc(-c2ccccc2)no1)C(=O)COc1ccccc1	10	-3	35	10	1	-24	13	0.0	0.3
CN(C)Cc1c(O)c(Cl)cc2c3c(c(=O)oc12)CCCC3	-5	3	21	5	1	-8	4	0.0	0.9
O=[n+]1c2c(n([O-])c3cc(Cl)ccc31)CCCC2	1	7	3	6	1	15	-6	-0.3	0.0
O=C(CCN1CCN(Cc2ccccc2)CC1)Nc1ccccc1Cl	0	5	0	3	0	-17	-4	0.7	0.5
COc1cc2c(cc1OC)CC(=O)NC=C2	20	-44	-4	4	-3	10	2	0.3	0.5
CCC1C(=NO)C(CC)C(c2ccccc2)NC1c1ccccc1 (configuration not stated)	18	63*	10	0	6	4	0	-0.7	-0.1
COC(=O)c1cc(CNC(=O)c2cccc(Cl)c2)ccc1OC	17	11	0	5	1	-14	11	0.3	0.2
CC(C)=CC(=O)OCC(=O)Nc1cccc([N+](=O)[O-])c1	5	9	5	5	4	11	0	-0.4	1.2
Cc1cc(NC(=O)CN2C(=O)/C(=C/c3cccc(Br)c3)SC2=S)no1	-7	-41	25	3	-1	8	-4	0.0	1.1
CCOC(=O)c1cnc(Nc2nc3ccccc3o2)nc1CSc1nnc(C)s1	·	·	·	2	-3	0	·	0.4	0.6
CC(NC(=O)c1ccccc1)c1nc2ccccc2n1Cc1ccccc1F (configuration not stated)	-13	36	22	·	2	26	3	-1.6	-1.0

(more compounds)
structure	PPC-1+TRAIL kill	EP2 mod	CHOP inh	EP2 antag	NPY Y1 blocker	NPY-Y1 PAM-ag	14-3-3 Bad PPI	zfTRPN1 agonist	TRPML3 agonist
CC12CN3CC(C)(CN(C1)C3c1ccc(Br)cc1O)C2 (configuration not stated)	-3	39	65	13	4	6	-5	0.9	0.8
O=P(COCCOCP(=O)(c1ccccc1)c1ccccc1)(c1ccccc1)c1ccccc1	-1	4	-7	15	-6	12	1	-1.0	0.5
Cc1cc(C)nc(SCCC(=O)N2CCOCC2)n1	-1	9	9	11	3	17	-1	2.2	0.9
O=C(O)C1C2C=CC(C2)C1C(=O)Nc1nccs1 (configuration not stated)	1	28	6	6	1	17	4	-1.0	0.5
CCCCCOc1ccc(N2C(=O)CC(N(O)c3ccccc3)C2=O)cc1 (configuration not stated)	20	-10	38	6	-2	1	3	0.7	0.3
CNC(=O)N(O)C1N(/N=C/c2cccs2)C(=S)SC1(C)C (configuration not stated)	6	1	-2	9	·	18	-5	1.0	-0.2
CCOC(=O)c1c(NC(=O)CC2Nc3ccccc3NC2=O)sc(C)c1C (configuration not stated)	-5	-1	63	13	3	10	-33	-0.2	0.6
O=C(O)c1ccccc1CSC1=NCCS1	11	42	7	5	7	-13	-6	0.8	1.4
CCc1cc2ccccc2nc1Cl	14	27	0	0	6	11	-16	0.6	0.7
CCC(C)[C@H](NC(=O)NCc1ccco1)C(=O)OC (some centres not stated)	20	3	-1	9	·	3	2	-0.6	-0.1
O=C(N/C=C/c1ccco1)Nc1cccc(Cl)c1	0	-38	13	16	·	-2	-16	1.2	0.9
Clc1ccc(N/N=C/c2cccnc2)cc1	-8	-24	-7	7	-2	-6	5	-0.6	0.2

Compound profiles, as listed above. Screens in order: PPC-1+TRAIL kill	EP2 mod	CHOP inh	EP2 antag	NPY Y1 blocker	NPY-Y1 PAM-ag	14-3-3 Bad PPI	zfTRPN1 agonist	TRPML3 agonist
`O=C(O)c1ccccc1CSC1=NCCS1` is listed with 11	42	7	5	7	-13	-6	0.8	1.4
`O=P(COCCOCP(=O)(c1ccccc1)c1ccccc1)(c1ccccc1)c1ccccc1` is listed with -1	4	-7	15	-6	12	1	-1.0	0.5
`CC12CN3CC(C)(CN(C1)C3c1ccc(Br)cc1O)C2` (configuration not stated) is listed with -3	39	65	13	4	6	-5	0.9	0.8

(list continues)
structure	PPC-1+TRAIL kill	EP2 mod	CHOP inh	EP2 antag	NPY Y1 blocker	NPY-Y1 PAM-ag	14-3-3 Bad PPI	zfTRPN1 agonist	TRPML3 agonist
O=C(O)CCCCCNS(=O)(=O)/C=C/c1ccccc1	-10	43	-4	4	-2	1	-10	1.3	0.5
COC(=O)CC(c1ccc(F)cc1)n1c(C)ccc1C (configuration not stated)	4	35	11	4	1	-2	3	1.1	0.5
CCC1(C)Cc2ccccc2-c2nc(NCCCO)[nH]c(=O)c21 (configuration not stated)	8	25	8	13	·	19	15	1.7	0.4
Cc1nc(-c2cccc(NC(=O)c3cc4cc(Br)ccc4oc3=O)c2)cs1	17	17	-13	4	0	16	57	1.5	-0.1
COc1ccc(CCNC(=O)CSCc2c(F)cccc2Cl)cc1OC	3	-18	2	7	6	-2	-2	0.3	0.2
CCOC(=O)C(C)Oc1cccc2c(=O)n(CC(=O)N3CCN(C(=O)OCC)CC3)ccc12 (configuration not stated)	2	16	-42	8	0	10	9	1.4	0.6
CCN(CC)CC#CCOC(c1ccccc1)c1ccccc1	-29	42	13	6	10	-25	11	-2.8	-0.9
Cc1cc(NC(=O)CCC(=O)N(CC(=O)NC2CCCC2)Cc2cccs2)no1	·	7	-7	17	-1	-5	-5	2.2	-0.2
CCOc1ccccc1C(=O)NC1CC2CCCC(C1)N2Cc1ccccc1 (configuration not stated)	18	-12	22	10	12	-31	-2	0.9	-0.2
CCOC(=O)C1(CCCc2ccccc2)CCN(Cc2nccn2CC)CC1	12	-11	14	4	6	-7	3	1.7	0.7
CN1C(C(=O)NCC2CC2)CC2Cn3c(nc4cc(Cl)c(Cl)cc43)C21 (configuration not stated)	7	-4	12	20	·	·	0	·	·
Cc1nc(NC(=S)NC(=O)c2ccccc2)sc1C	19	-34	-21	7	·	6	-3	2.4	0.4

Further structures follow:
structure	PPC-1+TRAIL kill	EP2 mod	CHOP inh	EP2 antag	NPY Y1 blocker	NPY-Y1 PAM-ag	14-3-3 Bad PPI	zfTRPN1 agonist	TRPML3 agonist
Cc1c(Nc2ccc3nonc3c2[N+](=O)[O-])c(=O)n(-c2ccccc2)n1C	·	20	14	5	-1	-2	-6	-1.4	0.7
CC(C(=O)NCCC1=CCCCC1)c1ccc([N+](=O)[O-])cc1 (configuration not stated)	-15	12	16	2	11	-15	3	1.5	0.3
CCN(C(=O)c1cc2cc(OC)ccc2oc1=O)c1ccccc1	3	42	11	15	-3	11	8	0.1	-0.5
Cn1c(C(=O)OC(C(=O)NC2CCCC2)c2cccnc2)cc2sccc21 (configuration not stated)	30	-24&-45	13	0&16	6	-17	-7	0.5	-0.9
COCCNC(=O)CC(c1ccccc1)c1ccccc1	14	-17	-15	8	5	-14	10	-1.2	0.4
O=C(Cn1cc[n+](Cc2ccccc2)c1)c1ccc([N+](=O)[O-])cc1	10	-17	4	0	2	0	-8	0.3	0.7
COc1ccc(N(C)S(=O)(=O)c2cccc(C(=O)NC3CCC(C)CC3)c2)cc1 (configuration not stated)	0	-55	60	4	46*	-3	-3	-2.7	1.0
Cc1cc(C)cc(NC(=O)CCCSc2nc3ccccc3[nH]2)c1	14	16	19	9	3	-50	-4	-2.6	-1.2

Some of the compounds tested. The share of hits here may be higher or lower than overall.
